# Screening results (PubChem BioAssay)
# RTF Ca sens inh: cardiac RTF calcium sensitivity inhibitors, primary screen, biochemical, IANBD-TnC fluorescence, EC70 calcium; actives 0.12% (n = 340,000); Troponin I, cardiac muscle (Homo sapiens) + Troponin T, cardiac muscle (Homo sapiens) + …; inhibition, % at 7.15 µM; AID 493244, 2011; IANBD-labeled cardiac RTF, Ca2+ fluorescence;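 active means inhibition above the mean inhibition of all tested compounds plus 3 SD, cut at about 17% in these data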;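 further: assay run at fixed EC70 calcium of 1.6 mM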
# DAGLB inhibitor: DAGLB lipase inhibitors, primary screen, biochemical, fluorescence, HTS; Diacylglycerol lipase-beta (Homo sapiens), Q8NCG7; HEK293T DAGLB membrane lysate, EnzChek fluorogenic substrate; inhibition, % at 5.17 µM; actives 0.059% (n = 340,000); in the data active means inhibition above about 34%;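 further: 0% = enzyme with vehicle and 100% = wells lacking enzyme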
# SR-BI DiI inh: inhibitors of SR-BI mediated HDL lipid uptake, primary screen, ldlA[mSR-BI] cells, fluorescence, single point; Scavenger receptor class B member 1 (Mus musculus), Q61009; ldlA[mSR-BI] CHO cells, DiI-HDL uptake fluorescence, 3 h; inhibition, % at 12.5 µM; actives 0.96% (n = 320,000);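 active means mean replicate inhibition of at least 70% and a set share of replicates each scoring 70 or more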;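 further: 0% = median of neutral control wells and 100% = median of positive control wells; values of inactives mirror those of a sister screen read the other way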
# Target sequence (Q61009 whole entry, looked up): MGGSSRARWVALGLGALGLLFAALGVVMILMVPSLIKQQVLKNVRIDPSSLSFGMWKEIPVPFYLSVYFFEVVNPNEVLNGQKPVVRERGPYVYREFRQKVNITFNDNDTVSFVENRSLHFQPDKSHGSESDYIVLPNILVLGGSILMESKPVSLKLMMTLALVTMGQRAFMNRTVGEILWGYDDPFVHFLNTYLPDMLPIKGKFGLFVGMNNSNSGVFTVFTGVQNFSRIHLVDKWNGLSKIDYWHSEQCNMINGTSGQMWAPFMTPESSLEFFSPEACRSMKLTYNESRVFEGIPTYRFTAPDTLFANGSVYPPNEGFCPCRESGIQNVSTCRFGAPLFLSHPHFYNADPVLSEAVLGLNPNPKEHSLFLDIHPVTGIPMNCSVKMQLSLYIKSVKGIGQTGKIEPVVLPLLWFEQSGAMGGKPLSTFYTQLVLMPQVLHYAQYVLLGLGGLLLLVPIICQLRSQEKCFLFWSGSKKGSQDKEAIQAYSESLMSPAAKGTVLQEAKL
# Arr AP2 block: inhibitors of beta-arrestin/AP2 binding, primary screen, biochemical, GPCR trafficking, flow cytometry | beta-arrestin 1 C-terminal peptide binding to AP2 beta2-adaptin appendage (human) | FITC-arrestin peptide / GST-AP2 beads; AP2 beta2 appendage carries R879A mutation | inhibition, % at 10 µM | actives 0.31% (n = 340,000) | AID 504490, 2011;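 active means inhibition above a set limit, near 3 SD of compounds lacking own fluorescence, cut at about 54% in these data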;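 further: plate controls were DMSO wells for no effect and 5 µM unlabelled arrestin peptide for full effect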
#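 Test system: GST-tagged AP2 beta2-adaptin appendage (R879A) on 4 µm glutathione beads; also added: fluorescein-tagged arrestin peptide at 50 nM final; timing: 12 min plus 1 h, RT; signal: flow cytometry, FL1 (488/535 nm); read-out: percent drop in bead-associated FITC signal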
# Keap1 Nrf2 FP: Keap1-Nrf2 protein-protein interaction inhibitors, primary screen, biochemical, fluorescence polarization, single point; Keap1 Kelch-Nrf2 peptide fluorescence polarization, 1536-well; AID 504523, 2011; actives 0.15% (n = 340,000); Kelch-like ECH-associated protein 1 (Homo sapiens), Q14145; inhibition, % at 9.4 µM; in the data active means inhibition above about 12%;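 further: human Keap1 Kelch domain with fluorescein labeled Nrf2 9mer peptide probe; 0% = neutral control wells and 100% = peptide positive control; higher means more block of Keap1 binding to Nrf2 peptide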
# PKA-R2B activ: activators of PKA-R2B holoenzyme, primary screen, biochemical, fluorescence polarization, Cy5-IP20, human; cAMP-dependent protein kinase catalytic subunit beta (Homo sapiens) + cAMP-dependent …; PKA-R2B holoenzyme dissociation; R2B truncated from residue 108, S112A mutant; 0% DMSO only, 100% 113 µM cGMP; activation, % at 11.4 µM; actives 0.079% (n = 340,000);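 active means activation above a cutoff set at the mean over all compounds plus 3 SD, cut at about 18% in these data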;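 further: higher means more holoenzyme dissociation and a rise in polarization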
# Target sequence (P31323 whole entry, looked up, other chains not shown, the tested form may be a part): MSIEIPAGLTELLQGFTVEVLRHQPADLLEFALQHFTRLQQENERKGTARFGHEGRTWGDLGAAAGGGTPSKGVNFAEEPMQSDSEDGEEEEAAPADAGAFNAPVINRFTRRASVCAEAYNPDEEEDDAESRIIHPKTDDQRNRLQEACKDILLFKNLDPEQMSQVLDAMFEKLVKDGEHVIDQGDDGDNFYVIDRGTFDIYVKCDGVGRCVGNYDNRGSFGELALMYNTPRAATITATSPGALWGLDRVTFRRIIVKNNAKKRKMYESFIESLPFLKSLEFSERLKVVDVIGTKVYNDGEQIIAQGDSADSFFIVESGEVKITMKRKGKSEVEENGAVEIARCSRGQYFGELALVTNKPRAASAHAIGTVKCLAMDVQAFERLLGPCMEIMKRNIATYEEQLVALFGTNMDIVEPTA
# NSD2 HMT inh: NSD2 histone methyltransferase inhibitors, primary screen, biochemical, AlphaScreen, single concentration, set 2 | NSD2 peptide methylation, 120 min | AID 743445, 2014 | inhibition, % at 12.5 µM | actives 0.54% (n = 310,000) | Histone-lysine N-methyltransferase NSD2 (Homo sapiens), O96028; in the data active means inhibition above about 50%
# SR-BI uptake up: activators of SR-BI mediated DiI-HDL uptake, primary screen, ldlA[mSR-BI] CHO cells, DiI fluorescence; 3 h; 100 = double the neutral-control signal; activation, % at 12.5 µM; actives 0.096% (n = 320,000); AID 504775, 2011;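 active means mean replicate activation of at least 60% and every replicate at or above 60%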;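 further: 0% = median plate neutral-control signal and 100% = twice that signal; values of inactives mirror those of a sister screen read the other way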
#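 Assay system: LDL receptor-deficient CHO ldlA cells overexpressing murine SR-BI / Medium: BSA-supplemented, HEPES-buffered Ham's F12, pH 7.4 / Probe or stimulus: DiI-labelled HDL at 10 µg/mL final / Timing: compound with DiI-HDL co-incubation, 3 h at 37 °C / Technique: bottom-read cell fluorescence after medium removal, ex 550/em 595 nm / Measure: HDL uptake via cellular fluorescence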
# C-LANA FP: inhibitors of KSHV C-LANA binding to DNA, primary screen, biochemical, fluorescence polarization, FAM-LBS DNA, MBP-C-LANA, single point. actives 0.078% (n = 340,000). AID 504423, 2011. inhibition, % at 9 µM;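 active means highest replicate inhibition at or above 60% at 9 µM, even if other replicates fall short; inactive means all replicates below 60% inhibition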;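 further: 0% = neutral control wells and 100% = 4 µM acridine orange control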
# PvdQ acylase: P. aeruginosa PvdQ acylase inhibitors, primary screen, biochemical, fluorescence, plate reader and imaging, single point | PvdQ acylase [Pseudomonas aeruginosa LESB58] | purified PvdQ acylase | inhibition, % at 10 µM | actives 0.063% (n = 340,000) | AID 488965, 2010; in the data active means inhibition above about 30%, passing the limit was not always enough;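 further: 0% = vehicle neutral wells and 100% = reference inhibitor wells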
# * hit, by the source's call; . = no result given.
SMILES,RTF Ca sens inh,DAGLB inhibitor,SR-BI DiI inh,Arr AP2 block,Keap1 Nrf2 FP,PKA-R2B activ,NSD2 HMT inh,SR-BI uptake up,C-LANA FP,PvdQ acylase
COc1ccc(N=C2CC(C)(C)CC(=O)/C2=C(/O)c2ccccc2)cc1,-2.0,2.7,7.1,1.2,0.9,-11.2,1.7,-7.1,-0.7,-6.1
Cc1ccc(NC(=O)C(OC(=O)c2ccc(NC(N)=O)cc2)c2ccccc2)cc1Cl (centres undefined),5.6,-2.2,.,0.5,-4.4,-16.2,-3.8,.,-1.1,-6.9
O=C(NC1CCCCC1)c1cc(C2CC2)nn1-c1ccccc1,-4.8,-4.9,19.9,-8.8,-1.1,-0.9,14.2,-19.9,-0.6,-8.0
CCC(=O)N1CCc2cc(Br)cc(S(=O)(=O)NCc3ccccc3OC)c21,9.7,0.8,.,-0.9,-1.7,1.5,5.0,.,0.9,-15.5
CC(=O)Nc1nnc(S(=O)(=O)N2CCN(c3ccc(Cl)cc3[N+](=O)[O-])CC2)s1,-5.6,13.9,-9.3,56.3*,6.3,-4.3,-0.3,9.3,-2.6,8.5
COc1ccc(C(C)=O)cc1CSc1nnc(Nc2c(C)cccc2C)s1,-3.9,2.1,49.5,-3.3,-4.0,2.4,-2.6,-49.4,-0.7,-1.2
O=C(NCC1CCCO1)c1cc2ccccc2o1 (centres undefined),1.2,-4.1,-11.6,-3.9,-2.2,-13.8,-2.4,11.6,-1.0,7.0
COc1cc(COC(=O)Oc2ccc(CNC(C)=O)cc2OC)c([N+](=O)[O-])cc1OC,-4.1,1.9,20.0,-2.7,-5.1,-3.0,.,-20.0,1.1,3.9
C#CCOCCOCCOCCNc1nc(N2CCN(C(=O)[C@H](CCCCN)n3cc(CN)nn3)CC2)nc(N2CCN(C(=O)[C@H](CCCN=C(N)N)n3cc(C(N)[C@H](C)CC)nn3)CC2)n1 (some centres undefined),1.0,-2.2,-20.2,13.3,-10.4,4.4,.,20.2,-26.6,1.5
COc1ccccc1-c1cccc([C@@H]2C[C@H]3[C@H](CON3C)CN2C(C)=O)c1,-9.2,-0.6,9.1,4.8,-3.8,-15.1,.,-9.1,0.6,8.4
CSCCC(NC(=O)COc1ccccc1)C(=O)NCC1COc2ccccc2O1 (centres undefined),-7.0,-1.2,15.3,1.4,-0.8,-16.2,1.3,-15.3,-1.0,3.2
CCOc1ccccc1C(=O)NCC(=O)N(C)Cc1ccccc1C,-8.2,-4.0,5.1,8.0,-0.4,2.5,-8.0,-5.1,-0.9,-14.2
Cc1ccc(/C=C/C(=O)Nc2ccc(S(=O)(=O)Nc3ncccn3)cc2)cc1,12.2,4.4,15.8,26.9,-1.6,-3.6,2.7,-15.8,-1.4,5.9
CSc1ccc(CN(C)Cc2cc(=O)oc3c(C)c(C)ccc23)cc1,-1.7,-16.1,-7.5,-7.2,-3.4,2.4,3.7,7.5,2.0,0.8
O=C(COC(=O)CCC(=O)c1ccc(F)cc1)Nc1ccc(Cl)cn1,6.3,-3.5,-6.0,0.6,-4.1,1.8,1.1,6.0,0.7,4.5
O=C(NCCCn1ccnc1)c1ccc(Br)o1,11.1,2.9,-1.0,5.8,-0.6,-9.2,0.2,1.0,-2.5,5.0
CCn1nc(C)cc1-c1nnc(Sc2ncc([N+](=O)[O-])s2)n1C,-5.4,2.4,-1.5,-10.2,9.7,-4.6,.,1.5,-1.6,-13.5
COc1ccc(N2CCN(C(=O)COC(=O)c3ccc(OC(F)F)cc3)CC2)cc1,2.5,-3.7,2.4,16.4,-0.2,-3.2,-0.2,-2.4,0.6,-1.9
CC1(C)Cc2ccccc2/C(=C/C(=O)c2ccccc2)N1,3.1,-4.8,19.4,9.4,-2.8,-12.5,0.1,-19.4,-0.6,-1.6
COc1ccc(C[C@@H]2CN3C(=NC[C@@H]3C)N2C[C@H](C)NC(=O)c2ccc(C)c(Br)c2)cc1,5.3,0.2,-8.1,-9.1,-6.0,-3.0,.,8.1,1.0,-18.9
O=C(c1cc(-c2ccc(F)cc2)on1)N1CCN(c2ccc(F)cc2)CC1,-19.6,0.0,.,-4.4,-0.3,-6.3,-12.5,.,-2.0,-14.2
COc1ccc(CN2CCN(C3CCC3)CC2CCO)cc1C (centres undefined),-2.0,0.4,-8.8,1.9,-4.8,-2.8,2.3,8.8,0.6,-14.3
Cn1c2c(c3ccccc31)CC/C2=N\O,-7.4,1.8,6.7,7.9,5.2,0.9,.,-6.7,2.6,-2.5
O=S1(=O)CCOC[C@H](CC2CCCCC2)N1Cc1cccc(F)c1,-2.5,-7.4,-23.8,13.5,-6.0,-6.3,.,23.7,3.7,10.8
COc1ccc(NS(=O)(=O)c2cccc(NC(=O)c3ccc(Cl)nc3)c2)cc1,3.2,1.1,18.2,2.2,1.5,-7.8,.,-18.3,0.4,-2.6
Cc1ccc(C2=CC(c3cccs3)n3nnnc3N2)cc1 (centres undefined),-1.2,2.8,8.9,10.3,34.5*,1.6,0.2,.,33.0,-5.9
COCC1CCN(C(=O)C2CCC(=O)N(CCc3cccc(F)c3)C2)CC1 (centres undefined),-9.4,0.8,-28.5,4.5,0.2,7.1,5.9,28.5,-0.4,-5.1
Nc1nc2ccc(C(=O)Nc3ccccc3)cc2s1,-19.2,3.5,4.6,4.0,-0.6,5.6,-0.3,-4.6,-1.7,16.5
O=C(NCc1csc2ccccc12)Nc1cc(Cl)cc(Cl)c1,-6.6,-16.3,33.9,20.9,-4.3,-0.8,0.0,-33.9,-0.2,-4.1
COc1ccc(-n2nnc3c(SCC(=O)OCc4ccccc4)ncnc32)cc1,-7.0,-1.4,19.1,-2.4,-1.4,4.0,.,-19.1,-0.3,-9.6
CN1CCCN(C(=O)c2ccc(Br)s2)CC1,0.0,-0.2,-5.3,-15.4,0.2,-7.0,2.9,5.3,0.0,-7.3
CC(C(=O)Nc1ccc(O)c(C(=O)O)c1)N1C(=O)/C(=C/c2cccs2)SC1=S (centres undefined),-3.9,20.7,-8.5,3.2,-1.3,8.5,36.7,8.5,3.4,-1.1
CC(C)c1ccc(NC(=O)C2=NNC(=O)CC2)cc1,-2.7,0.5,4.1,2.1,-5.4,-4.5,-2.1,-4.1,-0.1,-15.5
COc1ccc(-c2nn(-c3ccccc3)cc2/C=N/N=C(N)N)cc1OC,1.3,0.6,32.0,-7.9,0.1,-12.0,10.0,-32.0,-11.0,-8.9
Cn1c2c(c(=O)n(C)c1=O)CN(CC1CCCO1)CN2 (centres undefined),-11.9,2.9,1.8,-2.0,-5.7,9.4,0.5,-1.8,-0.1,-7.4
Nc1nnc(-c2ccc(Cl)cc2Cl)s1,4.7,-2.0,3.4,-7.0,-3.8,0.4,-1.4,-3.4,0.6,-8.3
CCc1ccc2nc3sc(C(=O)Nc4nnc(CC)s4)c(N)c3cc2c1,-22.7,-2.5,-9.8,-11.7,-9.2,2.8,-3.8,9.8,0.8,-1.9
O=S(=O)(c1cccc(NC(=S)NCc2ccco2)c1)N1CCOCC1,6.0,-2.3,-22.1,17.4,0.7,10.1,0.6,22.1,-0.4,5.4
Nc1nc2n(n1)C(c1ccc(Cl)cc1)CC(c1ccc(F)cc1)N2 (centres undefined),-7.8,5.1,-3.5,-5.7,-0.7,3.1,.,3.5,3.2,-1.6
CCCc1[nH]nc2c1C(c1ccc(O)c(OC)c1)C(C#N)=C(N)O2 (centres undefined),-8.0,-2.2,5.9,-7.5,-2.3,-5.5,4.3,-5.9,2.4,-4.2
Cc1cccc(N(CC(=O)Nc2cccnc2)S(C)(=O)=O)c1,5.1,1.5,-24.2,2.8,-1.3,-1.9,-1.1,24.2,-0.4,15.2
COc1ccc(C2CC(c3c(Cl)cccc3Cl)n3nc(N)nc3N2)cc1 (centres undefined),-8.7,2.9,-2.0,9.8,4.0,-6.4,.,2.0,0.3,-10.8
COc1ccc2c(c1OC)C(=O)OC2Nc1nc(-c2ccccc2)cs1 (centres undefined),3.3,-21.1,4.8,9.2,-0.4,-9.6,-5.6,-4.8,-1.4,-15.2
CCOC(=O)C1=C(c2ccccc2)NC(=O)NC1c1ccc(O)c(OCC)c1 (centres undefined),-6.9,-1.6,-5.4,3.0,-5.5,-3.5,-2.2,5.4,-0.1,-11.7
Cc1cccc(NC(=O)CSc2nnc(-c3n[nH]c4ccccc34)o2)c1,-7.9,-5.8,6.2,5.4,2.4,5.0,-1.8,-6.2,-1.0,-9.9
O=C(COC(=O)c1ccc(Cl)cc1)NC1CCCCCC1,-5.8,-0.8,6.5,1.1,-4.5,1.5,-0.1,-6.5,-1.5,-14.8
COc1cccc(C(=O)NCC2CCCN2S(=O)(=O)c2ccccc2)c1 (centres undefined),0.5,1.4,-18.4,20.2,0.0,-2.3,0.1,18.4,0.3,2.1
CC(OC(=O)CN1C(=O)c2ccccc2C1=O)C(=O)c1ccccc1 (centres undefined),-6.8,0.8,-15.9,2.5,1.6,-9.5,28.3,15.9,-0.1,-12.2
COC(=O)CNc1c(-c2ccccc2)nc2ccc(Br)cn12,-6.0,1.2,-1.3,8.0,1.1,-4.0,4.0,1.3,-1.3,-3.5

# Structural class, the entries above containing an NH in an aromatic ring.
SMILES,RTF Ca sens inh,DAGLB inhibitor,SR-BI DiI inh,Arr AP2 block,Keap1 Nrf2 FP,PKA-R2B activ,NSD2 HMT inh,SR-BI uptake up,C-LANA FP,PvdQ acylase
CCCc1[nH]nc2c1C(c1ccc(O)c(OC)c1)C(C#N)=C(N)O2 (centres undefined),-8.0,-2.2,5.9,-7.5,-2.3,-5.5,4.3,-5.9,2.4,-4.2
Cc1cccc(NC(=O)CSc2nnc(-c3n[nH]c4ccccc34)o2)c1,-7.9,-5.8,6.2,5.4,2.4,5.0,-1.8,-6.2,-1.0,-9.9
